# Assay outcomes: PubChem, National Center for Advancing Translational Sciences (NCATS)
# TrxR1 substrate – qHTS Assay for Substrates of Mammalian Selenoprotein Thioredoxin Reductase 1 (TrxR1): qHTS | Thioredoxin reductase 1, cytoplasmic (Rattus norvegicus), O89049 | purified TrxR1 substrate turnover, NADPH consumption readout | Potency, µM (titrated, usually from 114 µM), for the others: top-dose activity change, negative = substrate turnover | 390,000 tested, 0.01% active; further: potency means the concentration at half of the fitted maximal effect; on the % scale 0 is the no-effect control and ±100 the full control effect; nearly all actives have a fitted effect of over 50% in size
# Target sequence (O89049 whole entry, looked up): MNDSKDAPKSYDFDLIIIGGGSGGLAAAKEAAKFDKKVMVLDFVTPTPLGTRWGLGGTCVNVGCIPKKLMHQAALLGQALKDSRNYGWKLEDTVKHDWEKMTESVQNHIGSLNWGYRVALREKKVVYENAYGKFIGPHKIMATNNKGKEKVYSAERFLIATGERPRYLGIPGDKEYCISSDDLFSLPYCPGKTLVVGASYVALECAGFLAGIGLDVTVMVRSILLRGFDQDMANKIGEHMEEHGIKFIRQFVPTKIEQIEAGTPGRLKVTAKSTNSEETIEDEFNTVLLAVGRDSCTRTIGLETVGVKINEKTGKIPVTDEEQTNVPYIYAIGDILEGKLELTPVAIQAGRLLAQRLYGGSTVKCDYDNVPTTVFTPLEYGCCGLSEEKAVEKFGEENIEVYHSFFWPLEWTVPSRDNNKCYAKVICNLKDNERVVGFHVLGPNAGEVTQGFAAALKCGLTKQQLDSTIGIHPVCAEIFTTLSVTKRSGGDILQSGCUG
#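 Rat TrxR1, dispensed at 90 nM, was prereduced with 400 uM NADPH (final) for 5 min at ~22 deg C, then incubated with compound 15 min before 400 uM selenite. A first-read NADPH fluorescence drop versus no-compound background flagged substrates.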
# D2 antagonist – HTS Assay for Allosteric Antagonists of the Human D2 Dopamine Receptor: Primary Screen for Antagonists; D(2) dopamine receptor (Homo sapiens), P14416; HEK293 TREx D2 cells, calcium flux, dopamine EC80; inhibition, % at 10 µM; 340,000 tested, 2% active; AID 485344, 2010; in the data active means inhibition above about 30%; further: 0% is about no effect
# Target sequence (P14416 whole entry, looked up): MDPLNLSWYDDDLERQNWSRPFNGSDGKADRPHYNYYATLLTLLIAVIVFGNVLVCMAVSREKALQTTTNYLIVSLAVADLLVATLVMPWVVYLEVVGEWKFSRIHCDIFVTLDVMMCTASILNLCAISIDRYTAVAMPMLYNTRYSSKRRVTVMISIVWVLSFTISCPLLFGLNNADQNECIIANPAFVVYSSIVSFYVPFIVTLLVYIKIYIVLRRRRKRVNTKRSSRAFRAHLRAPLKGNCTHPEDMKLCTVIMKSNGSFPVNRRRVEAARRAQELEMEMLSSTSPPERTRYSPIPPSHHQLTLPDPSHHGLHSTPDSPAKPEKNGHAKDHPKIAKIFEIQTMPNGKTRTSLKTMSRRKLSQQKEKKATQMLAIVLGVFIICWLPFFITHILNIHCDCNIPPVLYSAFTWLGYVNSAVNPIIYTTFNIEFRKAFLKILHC
#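 Overnight-induced (tetracycline, 30 C) HEK293 T-REx cells carrying force-coupled D2 receive a no-wash calcium dye, then compound, then EC80 dopamine at 180 s; signals are read kinetically throughout.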
# D2 agonist – HTS Assay for Allosteric Agonists of the Human D2 Dopamine Receptor: Primary Screen for Agonists; D(2) dopamine receptor (Homo sapiens), P14416; HEK293 T-REx D2 cells, calcium flux agonist mode; activation, % at 2 µM; 340,000 tested, 0.53% active;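 active means activation over 3 SD above normal in the single-dose calcium agonist read, cut at about 30% in these data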; further: 0% is about no effect
#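 HEK293 Trex D2 cells, tetracycline-induced, o/n 30 C 5% CO2; no-wash Ca dye, RT 30–90 min; 10-cycle baseline, 23 nl cpd added, kinetic Ca read 180 s; agonist hits = positive Ca response.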
# IDH1 R132H inh – qHTS for Inhibitors of mutant isocitrate dehydrogenase 1 (IDH1): qHTS. IDH1-R132H enzyme, NADPH consumption, diaphorase/resazurin fluorescence. AID 602179, 2012. Potency, µM (top dose mostly 76.6 µM), for the others: at the top dose activity change, negative = inhibition, usual class: inhibitors. 390,000 tested, 0.093% active; further: potency means the concentration at half of the fitted maximal effect; on the % scale 0 is the no-effect control and ±100 the full control effect; nearly all actives have a fitted effect of over 65% in size
#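 IDH1-R132H (0.5 ug/mL dispensed) in pH 7.5 Tris buffer was preincubated 30 min with compound, then given a substrate mix of 0.016 mM NADPH and 2 mM alpha-KG for 80 min at room temperature; remaining NADPH was read by diaphorase/resazurin fluorescence.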
# USP1-UAF1 inh – Inhibitors of USP1/UAF1: Primary Screen; Ubiquitin carboxyl-terminal hydrolase 1 (Homo sapiens), O94782; 390,000 tested, 0.23% active; recombinant USP1/UAF1, Ub-Rhodamine cleavage fluorescence; Potency, µM (highest dose often 57.1 µM), for inactives: at the highest dose activity change, negative = inhibition, hits mostly inhibitors; further: potency means the concentration at half of the fitted maximal effect; on the % scale 0 is the no-effect control and ±100 the full control effect; nearly all actives have a fitted effect of over 60% in size; inactives centre near -12
#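 In this screen, compounds sit with the deubiquitinase complex (1nM) for 15 min at room temperature before Ub-Rho is added at 150nM final. Fluorescence rise is then followed for 6 reads every 60 seconds.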
# PI4K2A block – qHTS for small molecular inhibitors of PI4K2A | Phosphatidylinositol 4-kinase type 2-alpha (Homo sapiens), Q9BTU6 | purified PI4K2A, ADP-Glo luminescence, 1 h; stronger effect = lower value | activity change, negative = inhibition, % at 76.9 µM | 420,000 tested, 0.13% active; in the data active means activity change below about -50%; inconclusive means mostly about -30% to -49%;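 further: -100% = wells without enzyme as full effect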
#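 PI4K2A activity was measured by ADP-Glo luminescence: enzyme (4 ug/mL stock) and phosphatidylinositol (1.2 mM stock) in Tris pH 7.5/MgCl2/EGTA/Triton X-100 buffer were reacted with ATP (300 microM stock) for one hour at ambient temperature.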
# TRHR PAM – qHTS for Small Molecule Agonists and Allosteric Enhancers of Human TRH Receptor: Primary Screen for Enhancers. Thyrotropin-releasing hormone receptor (Homo sapiens), P34981. TRHR cells, fluo-8 calcium fluorescence, EC20 TRH enhancement. enhancement, % at 2 µM. 360,000 tested, 0.66% active. AID 493056, 2011; in the data active means enhancement above about 30%; further: 0% is about no effect
#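 Enhancer read-out: after compound pinning and an initial kinetic agonist-mode read, an EC20 of TRH (10 nM final) was injected and fluo-8 calcium signal (Ex 480/Em 530) followed at 1 s/cycle for 100 cycles in TRHR-expressing cells.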
# TrxR1 inh – qHTS Assay for Inhibitors of Mammalian Selenoprotein Thioredoxin Reductase 1 (TrxR1): qHTS. Thioredoxin reductase 1, cytoplasmic (Rattus norvegicus), O89049. recombinant rTrxR1, NADPH fluorescence consumption, selenite substrate. Potency, µM (series often up to 114 µM), inactives show top-dose activity change, negative = inhibition, most hits filed as inhibitors. 390,000 tested, 1% active; further: potency means the concentration at half of the fitted maximal effect; on the % scale 0 is the no-effect control and ±100 the full control effect; nearly all actives have a fitted effect of over 65% in size
#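 Rat TrxR1 (90 nM in the dispensed reagent) was pre-reduced with 400 uM NADPH for 5 min at room temperature, then incubated with compound for 15 min. After 400 uM selenite was added, NADPH fluorescence (Ex 340/Em 450 nm) was followed for 8 min.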
# TRHR ag – qHTS for Small Molecule Agonists and Allosteric Enhancers of Human TRH Receptor: Primary Screen for Agonists. Thyrotropin-releasing hormone receptor (Homo sapiens), P34981. TRHR cells, calcium flux fluo-8, FDSS agonist mode. activation, % at 2 µM. 360,000 tested, 0.18% active; in the data active means activation above about 30%; further: 0% is about no effect
#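 In this calcium-flux screen, cells bearing human TRHR are dye-loaded with fluo-8, baselined for 10 cycles, then exposed to library compounds; positive kinetic calcium responses during the agonist phase mark hits, with TRH as control.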
# Active calls of the source: *; ? = inconclusive; · = no result given; [ ] = dose if it differs, or a comment. Unless noted, the call rests on the fitted dose curve; in most records, active means well fitted inhibition curve with a large enough effect; inconclusive means small, poorly fitted or top-dose-only effect; inactive means no such curve, though single readings can be large or run the other way.
SMILES,TrxR1 substrate,D2 antagonist,D2 agonist,IDH1 R132H inh,USP1-UAF1 inh,PI4K2A block,TRHR PAM,TrxR1 inh,TRHR ag
CC(Sc1nnnn1-c1ccccc1)C(=O)NC1CCCC1 (configuration not stated),-7%,3,0.1,2%,-5%,3,-1,-8%,-0.1
COc1cccc(C2=CC(=O)CC(C)(C)C2)n1,2%,·,·,-7%,-17%,0,·,11%,·
COc1cccc(NC(=O)CSc2nnc(CNC(=O)c3ccccc3F)o2)c1,-7%,15,0.0,4%,-21%,4,-5,-1%,-0.9
c1ccc(CN(CCN2CCOCC2)Cc2ccccc2)cc1,-6%,·,·,-8%,?,-5,·,-7%,·
COC(=O)c1c(NC(C)=O)sc(C(=O)Nc2ccccc2F)c1C,9%[57.1 µM],-29,0.0,-2%,-14%,-1,-2,26%[57.1 µM],1.8
COCC(=O)Nc1nc(-c2ccccc2)c(C)s1,-1%,-4,0.1,10%,-12%,0,0,9%,0.3
Cc1ccc(S(=O)(=O)N(CC(=O)N2CCC(C(N)=O)CC2)Cc2ccc(F)cc2)cc1,11%,2,0.3,6%,?,-5,2,14%,0.0
O=c1nccc(N/N=C/c2ccccc2)[nH]1,-5%,-5,-3.8,6%,-6%,-12,6,0%,-1.0
CC1(C)Oc2ccc3ccc(=O)oc3c2/C(=C/Nc2ccccc2)C1=O,-4%[57.1 µM],10,0.3,-1%,-19%,-8,-10,4%[57.1 µM],0.1
O=C(COC(=O)COc1ccccc1)NC1CCS(=O)(=O)C1 (configuration not stated),7%,·,·,0%,-3%,5,·,27%,·
CCCn1nnc(NC(=S)NC(=O)c2ccccc2OC)n1,1%,·,·,-6%,-8%,1,·,0%,·
COc1ccc(-c2nc(-c3ccncc3)no2)c(OC)c1,-2%,58*,-0.2,2%,-9%,-3,-3,8%,-2.3

# Overlap with the part before: 4 entries, then new ones.
SMILES,TrxR1 substrate,D2 antagonist,D2 agonist,IDH1 R132H inh,USP1-UAF1 inh,PI4K2A block,TRHR PAM,TrxR1 inh,TRHR ag
CC1(C)Oc2ccc3ccc(=O)oc3c2/C(=C/Nc2ccccc2)C1=O,-4%[57.1 µM],10,0.3,-1%,-19%,-8,-10,4%[57.1 µM],0.1
O=C(COC(=O)COc1ccccc1)NC1CCS(=O)(=O)C1 (configuration not stated),7%,·,·,0%,-3%,5,·,27%,·
CCCn1nnc(NC(=S)NC(=O)c2ccccc2OC)n1,1%,·,·,-6%,-8%,1,·,0%,·
COc1ccc(-c2nc(-c3ccncc3)no2)c(OC)c1,-2%,58*,-0.2,2%,-9%,-3,-3,8%,-2.3
O=C(Nc1ccccc1C(F)(F)F)N1CCCCCC1,1%,7,0.1,5%,-9%,1,-1,6%,-0.2
O=C(CN1CCN(C(=O)C2CCCO2)CC1)Nc1ccc(Br)cc1 (configuration not stated),4%,4,0.6,-8%,-21%,0,-8,15%,0.9
CC(C)C(NC(=O)OCc1ccccc1)C(=O)O (configuration not stated),-1%,0,0.5,1%,-16%,-5,2,2%,1.3
COc1cccc(C(=O)N2c3ccccc3Sc3ccccc32)c1,2%,29,-1.1,9%,-16%,3,10,2%,-1.0
O=C(/C=C/c1ccccc1)Nc1ccc(CN2CCOCC2)cc1,-5%,0,1.3,6%,-12%,1,3,4%,0.5
C/C(=N/NC(=O)CCC(=O)Nc1cccc(Cl)c1)c1ccc(C)cc1,-5%,-6,-3.6,5%,-15%,-3,3,3%,0.3
Cc1ccc(NC(=O)C2CCN(c3nc4ccccc4nc3C(F)(F)F)CC2)cc1C,-3%[57.1 µM],·,0.5,-14%,?,-2,1,5%[57.1 µM],0.1
O=C(O)CCC(=O)Nc1ccc(C(=O)OCC(=O)c2ccc(Cl)cc2)cc1,39%[activator],9,-0.8,-8%,-16%,0,-6,33%,-0.1
Cc1ccc[n+](CC(=O)Nc2nc3ccccc3s2)c1,-5%,4,-0.3,0%,2%,-4,9,-1%,0.1
Cc1[nH]oc(=O)c1N=Nc1ccccc1,-17%,-7,-0.4,2%,-15%,-3,11,-18%,0.3
COc1ccc(COC(=O)CCN=C2NS(=O)(=O)c3ccccc32)cc1F,4%,25,0.8,2%,-23%,-2,7,19%,0.4
c1ccc(C[n+]2cccc(-c3ccccc3)c2)cc1,11%,-10,-1.3,0%,-9%,-3,15,19%,-0.9
O=C(O)CCn1c(-c2ccccc2)cc2ccccc21,30%[activator][57.1 µM],-8,0.9,6%,-17%,3,0,32%[57.1 µM],-0.5
Cc1ccc(C(=O)NS(=O)(=O)c2ccc(N=NN(C)C)cc2)cc1,-2%[57.1 µM],-4,0.2,-8%,-18%,-1,-12,13%[57.1 µM],0.6
C=CCc1ccccc1OCCn1c(C2CC(=O)N(Cc3ccc(F)cc3)C2)nc2ccccc21 (configuration not stated),0%,·,·,1%,-29%,-2,0,13%,0.1
C=CCn1c(CNc2ccc(C)cc2)nnc1SCC(=O)N/N=C/c1ccc(O)cc1O,-3%[57.1 µM],4,-1.0,2%,-15%,-3,2,6%[57.1 µM],-0.1
COc1ccc(NC(=O)C2CCCNC2)cc1OCC(C)C (configuration not stated),10%,-3,0.5,9%,-6%,-12,3,-17%,-0.1
Cc1ccc(C(c2c(O)cc(C)n(Cc3ccco3)c2=O)N2CCC(C)CC2)cc1 (configuration not stated),1%[57.1 µM],·,-0.6,16%,-9%,-2,0,-24%[57.1 µM],0.1
O=C(Nc1ccsc1C(=O)O)c1ccccc1,-5%,-10,-2.0,8%,-5%,-3,-8,-9%,0.4
COc1cccc(Nc2cc(N3CCOCC3)c3nonc3c2[N+](=O)[O-])c1,11%,1,-1.5,2%,-3%,3,-1,-3%[57.1 µM],0.4
CCOc1cc(C)c(S(=O)(=O)NCCCn2ccnc2)cc1C,1%,3,0.1,0%,0%,0,1,11%,0.1
Cc1ccc(-c2n[nH]c(=S)n2/N=C\c2ccco2)cc1,11%[57.1 µM],-5,-1.8,1%,-22%,-4,4,-10%[57.1 µM],-0.4
COc1ccc(NC(=O)CN(C)CC(=O)Nc2ccc(Cl)c(S(=O)(=O)N(C)C)c2)cc1,-7%,-19,-0.5,3%,-15%,-3,2,10%,-0.3
O=[N+]([O-])c1ccc(Cl)c(S(=O)(=O)Nc2cccc(S(=O)(=O)NC3=NCCC3)c2)c1,3%,·,·,1%,-16%,-11,·,2.5µM*,·
Cc1cc(C)c2c(-n3cccc3)c(C(=O)NCCc3ccc(Cl)cc3)sc2n1,9%,·,-1.2,-15%,19%,-3,0,18%,0.0
COC(=O)/C(=C(/F)SCC(C)=O)C(F)(F)F,·,0,0.6,·,·,·,8,·,0.4
Cc1ccc(Cn2c(CCCNC(=O)C3CCCCC3)nc3ccccc32)cc1,-9%,·,·,9%,?,3,-17,-10%,1.0
CCC[C@@H]1C[C@@]1(CCC)[C@@H](NP(=O)(c1ccccc1)c1ccccc1)c1ccc(C(=O)OC)cc1,9%[57.1 µM],21,2.0,?,-6%,-1,-6,26%[57.1 µM],1.3
COc1ccc(Cl)cc1C=CC=Nc1ccccc1O,-2%[11.4 µM],·,·,5%,-15%,24,·,-6%[11.4 µM],·
CCN(CC)C(=O)C(=O)c1cc(C)n(-c2ccc(F)cc2)c1C,3%[57.1 µM],-3,0.0,4%,-16%,3,1,7%[57.1 µM],0.5
COc1ccc(-c2nncnn2)cc1,-4%[57.1 µM],3,-0.2,10%,-21%,1,5,-8%[57.1 µM],1.8
CCCCCCn1ccc(=N)cc1,-3%,36*,-0.9,1%,-12%,8,1,-1%[57.1 µM],0.2
Cc1cc(C(=O)OCC(=O)Nc2ccccc2C#N)c(C)o1,5%,·,·,10%,-13%,2,-10,19%,-0.4
Cc1ccc(C2=CC(c3c(F)cccc3Cl)n3ncnc3N2)cc1C (configuration not stated),3%[57.1 µM],·,·,26%,?,1,-11,25%[57.1 µM],0.0
O=C(c1cc([N+](=O)[O-])cc([N+](=O)[O-])c1)N1CCN(C(=O)c2ccco2)CC1,7%,-8,0.2,6%,-16%,-10,10,19%,0.1
COc1cccc(CNS(=O)(=O)c2csc(C(N)=O)c2)c1,1%,-11,0.3,-6%,-14%,-2,4,-1%,1.3
CC(Oc1ccc(Cl)cc1Cl)C(=O)NCCCCc1ccccc1 (configuration not stated),-9%,2,1.6,5%,-15%,2,-6,-8%,2.1
Cc1ccc(C(C(=O)NC2CCCC2)N(C(=O)c2csnn2)c2ccccc2)o1 (configuration not stated),3%[57.1 µM],2,0.0,-4%,-7%,-1,3,22%[57.1 µM],0.3
N#Cc1cn(-c2ccccc2)nc1-c1cc2ccccc2oc1=O,91%[activator],0,-0.1,6%,-16%,-1,2,99%[activator],-0.6
Cc1oc2c(C)c3oc(=O)c(CCC(=O)N[C@@H](CC(C)C)C(=O)O)c(C)c3cc2c1C,15%,-8,0.6,7%,-21%,-9,12,-3%,0.4
O=C(/C=N/O)NCCCn1ccnc1,3%[57.1 µM],13,-1.7,-2%,-20%,3,-1,10%[57.1 µM],1.9
